TEAD-YAP block: TEAD-YAP interaction inhibition | HEK-TIYL cells, TEAD-Gal4/YAP UAS-luciferase luminescence | inhibition, % at 9.12 µM | 1.4% of 640,000 active | AID 1259422; in the data active = inhibition above about 32%;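 note: 0% = median of test compound wells and 100% = reference inhibitor wells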
MITF inh: blocks human microphthalmia-associated transcription factor; O75030; AlphaScreen MITF homodimerization, bead proximity signal; inhibition, % at 2.6 µM; 0.91% of 650,000 active; in the data active = inhibition above about 50%;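 note: 0% = vehicle wells with protein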
Target sequence (O75030 whole entry, looked up): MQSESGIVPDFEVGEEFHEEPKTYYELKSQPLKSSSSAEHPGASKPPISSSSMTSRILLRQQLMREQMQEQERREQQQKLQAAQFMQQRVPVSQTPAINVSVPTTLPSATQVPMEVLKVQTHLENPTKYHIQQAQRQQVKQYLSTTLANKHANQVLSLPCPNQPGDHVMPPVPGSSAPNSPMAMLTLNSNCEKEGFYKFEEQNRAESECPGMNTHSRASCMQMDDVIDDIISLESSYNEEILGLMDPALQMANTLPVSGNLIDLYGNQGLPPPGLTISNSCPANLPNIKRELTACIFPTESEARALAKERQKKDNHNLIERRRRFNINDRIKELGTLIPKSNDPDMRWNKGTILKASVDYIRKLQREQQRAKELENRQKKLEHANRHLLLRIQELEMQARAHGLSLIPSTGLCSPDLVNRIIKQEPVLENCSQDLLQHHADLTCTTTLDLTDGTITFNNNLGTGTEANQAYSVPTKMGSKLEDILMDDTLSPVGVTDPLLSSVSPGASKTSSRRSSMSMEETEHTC
FBW7 act: human FBW7 E3 ligase activation, primary screen; Q969H0; AlphaScreen FBW7–phospho-cyclin E peptide binding, activator screen; normalized activity (activation), % at 26.1 µM; 0.13% of 650,000 active; AID 1259310; in the data active = normalized activity above about 1.9%;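 note: purified mutant Fbw7 with reduced substrate affinity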
GPR151 activ: activates the human receptor GPR151; AID 1508602; activation, % at 11.2 µM; Q8TDV0; PathHunter beta-arrestin GPR151 cells, luminescence; 1% of 650,000 active; in the data active = activation above about 4.9%;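 note: 0% = median of compound wells and 100% = cells with positive control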
Target sequence (Q8TDV0 whole entry, looked up): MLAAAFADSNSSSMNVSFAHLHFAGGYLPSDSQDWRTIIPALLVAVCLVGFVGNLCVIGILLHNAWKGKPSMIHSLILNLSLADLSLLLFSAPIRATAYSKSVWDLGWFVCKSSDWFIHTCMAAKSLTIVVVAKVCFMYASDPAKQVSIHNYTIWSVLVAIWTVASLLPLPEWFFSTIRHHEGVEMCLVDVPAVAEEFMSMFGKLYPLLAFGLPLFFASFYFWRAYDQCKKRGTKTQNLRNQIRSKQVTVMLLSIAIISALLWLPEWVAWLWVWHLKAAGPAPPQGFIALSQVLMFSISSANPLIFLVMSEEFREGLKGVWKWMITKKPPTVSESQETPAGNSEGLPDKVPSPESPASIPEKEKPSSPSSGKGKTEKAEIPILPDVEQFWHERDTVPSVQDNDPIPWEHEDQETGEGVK
The depositor's hits bear a star; . = no result given. This is a random part of the collection; overall some 3.4% were active at least once.

canonical_smiles	TEAD-YAP block	MITF inh	FBW7 act	GPR151 activ
CCNC(=O)CC1SC(=Nc2cccc(Cl)c2C)N(C)C1=O (centres undefined)	-1	4	0.1	-0.9
O=C(O)C1C2C=CC3(O2)C1C(=O)N(Cc1ccccc1)C3Cc1ccccc1 (centres undefined)	-2	3	-0.1	-0.6
N#CC(/C(=N/S(=O)(=O)c1cccs1)c1ccccc1)c1ccccn1 (centres undefined)	-10	6	0.1	-0.5
CN(C)c1ccc(/C=N/NC(=O)C2OC3OC(C)(C)OC3C3OC(C)(C)OC23)cc1 (centres undefined)	8	4	0.0	1.0
Cc1cc(-c2ccc(NC(=O)C(F)(F)F)c(C)c2)ccc1NC(=O)C(F)(F)F	9	8	-0.1	-1.1
CSc1nc2n(n1)C(c1ccccc1Cl)C1=C(CC(C)(C)CC1=O)N2 (centres undefined)	-7	6	-0.1	0.5
Nc1ncnc2nc(SCc3nc4ccccc4c(=O)n3-c3cccc(C(F)(F)F)c3)[nH]c12	5	0	0.0	0.7
CCN1CCCC1CNCC(O)COc1ccccc1 (centres undefined)	2	56*	0.3	-0.8
CCOc1ccc(C2Nc3ccccc3NC3=C2C(=O)CC(C)(C)C3)cc1OC(C)=O (centres undefined)	5	-2	0.1	-0.3
Cc1c(OCC#N)ccc2c(-c3ccccc3)cc(=O)oc12	-1	3	0.2	-0.1
NC(=O)c1ccc(NC(=O)COC(=O)c2ccccc2C(=O)c2ccc(Cl)cc2)cc1	0	2	-0.1	-0.2
O=C(O)c1ccc(Cl)c(S(=O)(=O)NC2CC2)c1	-4	9	0.0	-1.3
Clc1ccc2nc(CSc3nnc(NCc4ccccc4)s3)cn2c1	9	11	-0.1	0.2
COC(=O)CSc1nc(C)c(C(=O)Nc2ccccc2C)c(-c2ccc(Cl)cc2)c1C#N	-6	-4	0.0	-0.3
C/C(=N\NC(=O)c1cc(Br)cc(Br)c1O)c1ccccc1	0	2	0.0	0.1
Nc1nnc(SCC(=O)OCC(=O)NCCc2ccccc2)s1	-16	-3	0.1	-2.4
CN1CCN(S(=O)(=O)c2cccc([N+](=O)[O-])c2)CC1	6	8	0.2	-0.9
C[C@H](Nc1ccc(C(F)(F)F)cc1[N+](=O)[O-])C(=O)OCC(=O)NC1CCCC1	-3	-12	0.3	-0.5
COc1ccc(NC(=O)c2ccc(S(=O)(=O)NCC3CCCO3)cc2)cc1 (centres undefined)	-5	16	0.1	-0.1
COc1cc2c(cc1OC)C(c1ccccc1O)NCC2 (centres undefined)	0	-4	-0.1	-0.5
Cc1ccc(C(=O)CC(Nc2ccc(Br)cc2)c2ccc(C(C)C)cc2)cc1 (centres undefined)	13	13	0.0	0.9
O=C(NCc1ccco1)C1CCN(C(=O)c2cnn(-c3ccccc3)c2-n2cccc2)CC1	-2	11	0.2	0.4
CCOC(=O)CSc1nc(-c2ccc(OC)cc2)nc2c1c(=O)n(C)c(=O)n2C	1	6	-0.1	0.1
Cc1csc(NC(=O)/C=C/c2ccc(F)cc2)n1	-40	7	0.0	-1.2
O=C(N/N=C/c1ccc(Cl)cc1)C(O)C(O)C(=O)N/N=C/c1ccc(Cl)cc1 (centres undefined)	1	2	0.2	2.6
CC(=O)c1cccc(NC(=O)Cc2ccc3ccccc3c2)c1	-8	12	0.0	-2.4
COc1cc(OC)cc(C(=O)NC2CCN(CC(=O)Nc3ccccc3F)CC2)c1	-7	-4	0.0	-0.7
CCOc1cccc(C(=O)Nc2cc(NC(=O)c3cccc(OCC)c3)cc(C(=O)O)c2)c1	-4	-5	-0.1	0.8
CCOC(=O)c1nnn(-c2nonc2N)c1Cn1cnc([N+](=O)[O-])n1	-7	1	-0.1	-0.5
Cc1c(Cl)cccc1NC(=O)CSC1=C(C#N)C(c2ccccc2C(F)(F)F)C2=C(CCCC2=O)N1 (centres undefined)	18	14	0.2	-0.1
CC(C)(C)S(=O)(=O)c1ccc2nc3c(n2c1)CCCC3	0	-5	0.4	1.8
Cc1ccccc1NC(=S)NCCN(C)C	-5	1	0.0	-0.9
CC(C)n1c(=O)c2c(O)cc(=O)oc2c2ccccc21	-14	-10	-0.2	0.7
CC(=O)Nc1ccc2oc(-c3cccc4c(Br)cccc34)nc2c1	25	5	1.2	-1.2
O=C(Nc1ccccc1)c1cccc(Nc2cnccn2)n1	-5	-4	0.1	0.9
O=C(/C=C/c1ccc([N+](=O)[O-])cc1)N1CCN(c2ncccn2)CC1	11	-18	0.4	0.1
COCCn1c(=O)[nH]c2cc(C(=O)NCCN3C(C)CCCC3C)ccc2c1=O (centres undefined)	-1	10	0.0	-0.5
O=C(/C=C/c1ccc([N+](=O)[O-])cc1)NCC1CCCO1 (centres undefined)	-15	-3	-0.1	-0.6
CCC(=O)Nc1ccc2nc(C)[nH]c2c1	0	-13	-0.4	-0.6
COc1cccc(C(=O)Nn2cnnc2)c1OC	-1	-1	0.0	-0.1
COc1ccc(CC(=O)Nc2ncc3ccc(-c4cn[nH]c4)cc3c2C)cc1	15	30	-0.1	-1.1
COc1cc([N+](=O)[O-])ccc1NC(=O)c1ccc(C#N)cc1F	-3	-2	-0.2	1.0
Cc1cc(NC(=O)CSc2nc3ccsc3c(=O)n2-c2ccc(C)c(C)c2)n[nH]1	2	-4	0.0	-0.4
CC(C)Cc1ccc(-c2csc(Nc3ccc4c(c3)OCO4)n2)cc1	2	-3	0.0	0.7
CCOc1ccc(/C(O)=C2/C(=O)C(=O)N(Cc3cccnc3)C2c2ccc(C(C)C)cc2)c(C)c1 (centres undefined)	6	-10	-0.2	0.9
CCc1c(C)c2ccc(OCC(=O)Nc3ccc(C(C)=O)cc3)cc2oc1=O	-7	-5	0.0	-0.5
COc1cc(C(C)=O)ccc1OCC(=O)OCC(=O)NCCCc1ccccc1	-8	6	0.1	1.1
Cc1ccc(C(=O)NCCSc2ccccn2)cc1	10	4	0.1	-2.0
Fc1cccc(NC(=S)NCCCn2ccnc2)c1	2	17	-0.4	-0.9
NC(=O)c1ccc(NC(=O)Cn2ccc([N+](=O)[O-])n2)cc1	-10	10	0.6	2.6
CC(C)(CNS(=O)(=O)c1ccc(F)cc1)CNS(=O)(=O)c1ccc(F)cc1	9	3	-0.1	0.8
CC(=O)N1N=C(c2cccc(NS(=O)(=O)c3ccc(C)cc3)c2)CC1c1ccccc1O (centres undefined)	15	-3	-0.4	-0.3
O=C(CSc1ncn[nH]1)NCCC(c1ccccc1)c1ccccc1	1	6	0.0	0.8
Cc1ccc(S(=O)(=O)N(CC(=O)Nc2cccnc2)c2cccc(Cl)c2C)cc1	8	-2	0.0	-0.8
O=C(/C=C/c1cccs1)N1CCCCCC1	-6	2	0.0	-0.1
COc1cc(/C=C/C(=O)c2c(O)cc(C)oc2=O)cc(OC)c1O	-13	-6	-0.1	-0.1

(listing goes on)
canonical_smiles	TEAD-YAP block	MITF inh	FBW7 act	GPR151 activ
Cc1nc(NCCNC(=O)Nc2ccc(C)c(F)c2)cc(-n2cccn2)n1	-10	-6	0.1	0.6
O=C(CSc1ccc2nnc(-c3cccc(F)c3)n2n1)NCc1ccco1	0	-22	-0.2	-1.0
COc1cccc2c(=O)c(CN(CC(C)C)CC(C)C)c(C)[nH]c12	0	22	0.8	-1.0
CCOC(=O)CC(=O)CN1C(=O)c2ccccc2S1(=O)=O	-5	15	0.0	2.1
O=C(NCCc1nc2ccccc2[nH]1)c1cccs1	-12	14	0.0	-1.9
CCOC(=O)C1=C(C)NC(=O)NC1/C=C/c1ccccc1 (centres undefined)	11	10	0.1	2.1
CCc1c(C)nc2cc(-c3ccc(Cl)cc3)[nH]n2c1=O	-72	-2	0.1	0.2
Cc1ccccc1NC(=O)CN1C(=O)NC(C)(c2ccc(Cl)cc2Cl)C1=O (centres undefined)	-7	-6	0.1	-0.3
COc1ccc(CN2CCNC(=O)C2)cc1OCCCNC(=O)c1cccc(Cl)c1	8	7	0.1	1.1
CN1C(=O)C2C(c3ccc(N(C)C)cc3)NN(Cc3ccccc3)C2C1=O (centres undefined)	13	22	-0.1	-0.7
Cc1ccc(-n2c(SCc3ccccc3Cl)nc3c(sc(=S)n3-c3cc(C)ccc3F)c2=O)cc1	5	0	0.0	0.3
COC(=O)c1ccccc1NC(=O)c1cc(-c2cccs2)on1	0	0	0.0	-0.5
O=C(Cn1c(=O)sc2ccccc21)Nc1nnc(SCC(=O)c2ccccc2)s1	-5	10	0.0	-0.3
CC(C)(C)n1nc2c(c1NC(=O)c1ccccc1F)CS(=O)(=O)C2	.	-10	.	-0.5
COc1cc(CN2CCN(c3cccc(Cl)c3)CC2)cc([N+](=O)[O-])c1O	-8	22	-0.2	-1.3
CCOC(=O)c1cnn2c(C)cc(-c3ccc(OC)cc3)nc12	-68	-1	-0.1	0.1

6 compounds from above, arranged by SMILES length, low to high:
canonical_smiles	TEAD-YAP block	MITF inh	FBW7 act	GPR151 activ
COC(=O)c1ccccc1NC(=O)c1cc(-c2cccs2)on1	0	0	0.0	-0.5
CC(C)(C)n1nc2c(c1NC(=O)c1ccccc1F)CS(=O)(=O)C2	.	-10	.	-0.5
COc1ccc(CN2CCNC(=O)C2)cc1OCCCNC(=O)c1cccc(Cl)c1	8	7	0.1	1.1
O=C(Cn1c(=O)sc2ccccc21)Nc1nnc(SCC(=O)c2ccccc2)s1	-5	10	0.0	-0.3
COc1cc(CN2CCN(c3cccc(Cl)c3)CC2)cc([N+](=O)[O-])c1O	-8	22	-0.2	-1.3
Cc1ccc(-n2c(SCc3ccccc3Cl)nc3c(sc(=S)n3-c3cc(C)ccc3F)c2=O)cc1	5	0	0.0	0.3

(cont.)
canonical_smiles	TEAD-YAP block	MITF inh	FBW7 act	GPR151 activ
Cc1ccc(C2=NN(C(=O)c3ccco3)C(O)(C(F)(F)F)C2)cc1 (centres undefined)	-9	2	0.0	-2.3
Nc1cc(C(=O)O)ccc1N1CCCC1	2	13	0.4	0.2
CCCNc1nccn2c(-c3cccc(NC(C)=O)c3)cnc12	69*	-14	-0.9	-1.3
COC(=O)c1sc(N)c(C(=O)OC)c1COC(=O)CN1C(=O)NC2(CCCC2)C1=O	-3	10	0.4	-1.1
CCn1cnc2sc(C(=O)Nc3ccc([N+](=O)[O-])cc3)c(C)c2c1=O	-8	18	0.1	-0.3
Cn1c(SCC(=O)Nc2ccc(F)cc2F)nnc1-c1cccn(C)c1=O	-7	-5	-0.3	1.0
Cc1ccc(C)c(C(=O)COC(=O)c2ccc(S(=O)(=O)NCc3ccco3)cc2)c1	-5	5	0.2	1.0
O=C(CSc1nnnn1-c1ccccc1)c1cc2ccccc2o1	12	14	0.1	-0.6
Cc1ccc(CNC(=O)C(=O)NCCCN(C)C)cc1	-3	15	-0.2	3.0
CC(OC(=O)c1ccncc1)C(=O)NC1CCCC1 (centres undefined)	-1	-1	-0.2	2.4
COc1ccccc1CN1C(=O)c2nccnc2C1=O	-2	7	0.2	-1.0
O=C1NC(=O)N(c2ccccc2)C(=O)/C1=C/c1ccc(N2CCOCC2)o1	-15	-19	0.0	1.5
Cc1ccc(NC(=O)Cn2cccc2)cc1	-12	-2	-0.1	-0.4
COc1ccc(/C=C2\N=C(c3ccc(C)cc3)OC2=O)cc1OC(C)=O	7	-5	0.1	-0.1
Cc1ccn2cc(CNC(=O)CCC3(Cc4cccc5ccccc45)CCC(=O)N3)nc2c1 (centres undefined)	10	-9	0.0	0.2
COc1ccc(C(=O)Oc2ccc3c(=O)c(Oc4cc(C)ccc4C)coc3c2)cc1	-8	-4	0.0	0.4
CC(=O)Nc1ccc(/C=N/NC(=O)CN2CCSCC2)cc1	-18	35	-0.1	1.1
COc1ccc(C(C)C)cc1S(=O)(=O)n1ccnc1	3	4	-0.1	0.0
COc1ccc(CCNC(=O)c2ccc(-c3csc4ccccc34)s2)cc1	4	7	0.1	1.0
COc1ccc(-c2nnc(SCc3cn4cccnc4n3)n2CC(C)C)cc1	12	4	0.0	0.8
COc1ccc(CCN=Cc2cccc([N+](=O)[O-])c2)cc1OC	3	29	0.2	-0.1
NS(=O)(=O)c1ccc(NC(=O)c2ccccc2Cl)cc1	2	-6	0.0	1.0
COc1ccc(CCNC(=O)C(=O)N/N=C/c2cccc(OC)c2O)cc1OC	4	-88	0.2	2.5

Compound activity as filed in PubChem.
